Apoferritin bind: binds horse apoferritin like a general anesthetic; P02791; apoferritin/1-aminoanthracene competitive binding, fluorescence; Potency, µM (series often up to 77.5 µM), for the others: at the top dose activity change, negative = displacement, hits mostly inhibitors; actives 0.074% (n = 350,000); AID 485281; further: potency means the concentration at half of the fitted maximal effect; on the % scale 0 is the no-effect control and ±100 the full control effect; nearly all actives have a fitted effect of over 20% in size
Target sequence (P02791 2-175 limits assumed): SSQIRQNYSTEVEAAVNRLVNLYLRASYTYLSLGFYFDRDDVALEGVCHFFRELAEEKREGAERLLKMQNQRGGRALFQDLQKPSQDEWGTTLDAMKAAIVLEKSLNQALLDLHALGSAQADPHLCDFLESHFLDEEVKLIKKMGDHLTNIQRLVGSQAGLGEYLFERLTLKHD
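Read-out: endpoint 1-AMA fluorescence, excitation 380 nm and emission 535 nm, after compounds sit 10 min at room temperature with 10 uM horse-spleen apoferritin in 50% saturated 1-AMA/PBS. Values come from four-parameter Hill fits.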
TRHR ag: agonists of human TRH receptor. P34981. AID 493084. activation, % at 2 µM. actives 0.18% (n = 360,000). TRHR cells, calcium flux fluo-8, FDSS agonist mode; in the data active means activation above about 30%; further: 0% is about no effect
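TRHR-expressing cells, plated overnight in medium with 10% serum, were loaded with fluo-8 calcium dye at room temperature. After a 10 s baseline, library compound was pin-added and calcium release was recorded kinetically (ex 480/em 530) as agonist response.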
RXFP1 ag: activates the human relaxin receptor RXFP1; Q9HBX9; HEK293T-RXFP1 cAMP TR-FRET, 30 min; response scale: percent of porcine relaxin response, buffer zero; Potency, µM (series often up to 57.5 µM), for inactives: top-dose activation, most hits filed as activators; actives 0.3% (n = 370,000); AID 2676; further: potency means the concentration at half of the fitted maximal effect; on the % scale 0 is the no-effect control and ±100 the full control effect; nearly all actives have a fitted effect of over 60% in size; many of its hits are not listed in these tables
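HEK293 cells stably expressing RXFP1, treated 30 min at 37C with compounds plus PDE4 inhibitor Ro 20174; cAMP measured by HTRF TR-FRET. Normalized to buffer and 29 nM porcine relaxin; EC50 by Hill fit.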
D1 agonist: human D1 receptor agonism; actives 1% (n = 360,000); activation, % at 2 µM; HEK293 T-REx D1 cells, calcium flux, agonist mode; P21728; in the data active means activation above about 30%; further: 0% is about no effect
Target sequence (P21728 whole entry, looked up): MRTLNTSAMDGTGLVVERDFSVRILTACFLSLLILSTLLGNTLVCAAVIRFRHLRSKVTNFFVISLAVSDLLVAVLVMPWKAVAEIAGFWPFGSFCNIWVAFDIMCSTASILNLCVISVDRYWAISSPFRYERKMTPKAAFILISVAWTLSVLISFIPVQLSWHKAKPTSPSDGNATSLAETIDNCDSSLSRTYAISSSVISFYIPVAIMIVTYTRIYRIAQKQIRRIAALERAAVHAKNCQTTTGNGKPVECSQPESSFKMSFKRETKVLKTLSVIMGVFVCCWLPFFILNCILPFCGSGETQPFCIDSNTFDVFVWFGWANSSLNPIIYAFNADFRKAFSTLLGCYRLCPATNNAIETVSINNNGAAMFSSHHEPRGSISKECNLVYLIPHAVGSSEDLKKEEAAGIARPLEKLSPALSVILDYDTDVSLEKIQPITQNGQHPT
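Inducible HEK293 T-REx D1 cells, force-coupled to calcium signalling, were plated at 4000 cells/well with tetracycline and held overnight at 30 C. After no-wash calcium dye loading, compound-evoked calcium rise over 180 s flagged agonists.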
RXFP1 antagonist: antagonists of human relaxin receptor RXFP1; Q9HBX9; activity change, negative = inhibition, % at 57.5 µM; HEK293-RXFP1, relaxin-stimulated cAMP HTRF, 30 min; hits give low values; actives 0.59% (n = 350,000);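 active means activity change of -60% or lower, but not beyond a set lower limit; inconclusive means change between -60% and -40%, or beyond the set limit; inactive means change above -40%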; further: on the % scale 0 is the no-effect control and ±100 the full control effect
D1 PAM: enhances dopamine response at the human D1 receptor; potentiation, % at 10 µM; actives 0.036% (n = 360,000); P21728; HEK293 TREx D1 cells, calcium flux, dopamine EC20 potentiation; AID 504651; in the data active means potentiation above about 30%; further: 0% is about no effect
TRHR PAM: allosteric enhancers of human TRH receptor; AID 493056; enhancement, % at 2 µM; TRHR cells, fluo-8 calcium fluorescence, EC20 TRH enhancement; actives 0.66% (n = 360,000); in the data active means enhancement above about 30%; further: 0% is about no effect
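TRHR-expressing cells loaded with fluo-8 calcium dye were read kinetically (ex 480/em 530) during compound addition, then stimulated with an EC20 of TRH (10 nM final). Enhancement of the Gq-mediated intracellular calcium response was scored.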
D2 PAM: positive allosteric modulators of human D2 dopamine receptor | HEK293 T-REx D2, calcium flux, EC20 dopamine potentiation | potentiation, % at 10 µM | actives 0.34% (n = 340,000);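 active means potentiation over 3 SD above the plate norm, cut at about 30% in these data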; further: 0% is about no effect
Target sequence (P14416 whole entry, looked up): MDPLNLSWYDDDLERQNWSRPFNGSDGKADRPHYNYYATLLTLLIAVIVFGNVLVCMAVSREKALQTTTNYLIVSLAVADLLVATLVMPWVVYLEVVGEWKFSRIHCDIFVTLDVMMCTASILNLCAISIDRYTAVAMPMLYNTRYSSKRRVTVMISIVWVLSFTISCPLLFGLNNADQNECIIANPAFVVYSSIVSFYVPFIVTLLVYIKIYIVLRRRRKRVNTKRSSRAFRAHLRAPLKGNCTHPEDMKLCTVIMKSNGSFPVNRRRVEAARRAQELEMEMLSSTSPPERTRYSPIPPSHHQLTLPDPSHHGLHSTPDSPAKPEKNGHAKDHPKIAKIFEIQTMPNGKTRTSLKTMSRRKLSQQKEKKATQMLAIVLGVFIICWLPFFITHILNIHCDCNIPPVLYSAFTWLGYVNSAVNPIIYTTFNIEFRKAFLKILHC
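Primary screen. Calcium kinetics in induced HEK293 T-REx D2 cells: compound pre-addition 180 s, EC20 dopamine, 180 s more.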
D1 antagonist: blocks dopamine activation of the human D1 receptor; P21728; HEK293 TREx D1 cells, calcium flux, dopamine EC80; hits give low values; activity change, negative = inhibition, % at 10 µM; actives 3.2% (n = 360,000); in the data active means activity change below about -30%; further: on the % scale 0 is the no-effect control and ±100 the full control effect
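Calcium flux readout: force-coupled, inducible Hek293 Trex D1 line, cells induced overnight at 30 C with tetracycline, dye-loaded 30–90 min at RT. Antagonism scored against EC80 dopamine challenge given 180 s after compound.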
The depositor's hits bear a star; u = inconclusive; x = not tested or not shown; & = joins results of further samples; [ ] = remark or other dose. Unless noted, the call rests on the fitted dose curve; in most records, active means well fitted curve in the direction sought with a large enough effect; inconclusive means small, poorly fitted or top-dose-only effect, or another doubt; inactive means no such curve, though single readings can be large; an effect the other way counts as inactive or inconclusive. This is a subset; count on the stated rates, not on these rows.

SMILES	Apoferritin bind	TRHR ag	RXFP1 ag	D1 agonist	RXFP1 antagonist	D1 PAM	TRHR PAM	D2 PAM	D1 antagonist
O=C(Cn1c(CN2CCCCC2)nc2ccccc2c1=O)Nc1ccccc1	-7.0%	-0.6	0.7%	-0.2	-17.2	-5.5	-4.4	-4.3	-2.9
CCOc1ccc(C(=O)/C=C/c2cn(CN3CCN(C)CC3)c3ccccc23)cc1	-23.2%	1.9	-0.2%	2.3	-1.3	-4.3	19.2	10.3	5.8
Cc1nc(-c2ccc([N+](=O)[O-])cc2)c(-c2ccccc2)o1	-10.3%	-0.3	-2.6%	1.0	-9.9	6.8	-1.1	1.9	-4.1
COC(=O)c1ccc(NC(=O)C23CC4CC(C2)CC(n2cnc(Cl)n2)(C4)C3)cc1	-8.8%	-1.4	-0.5%	6.0	4.8	-4.8	3.0	-1.0	-3.5
O=C(CSc1nc2ncccc2o1)Nc1ccc(Cl)cc1F	-7.4%	-0.3	-1.7%	-1.0	11.0	-4.3	4.3	4.7	14.8
CCCCC(CC)CNC(=O)C(=O)C1C(=O)Nc2ccccc21 (stereo not drawn)	-4.3%	-1.4	0.2%	2.8	-8.8	-1.6	-6.9	-7.1	7.4
COc1ccc(C(=O)Nc2nc3nc(-c4ccccc4)cc(=O)n3[nH]2)cc1	5.5%	0.0	0.1%	2.7	-0.8	3.3	-3.9	4.1	0.1
CCn1c(-c2ccccc2)csc1=Nc1ccc(O)cc1	-18.2%	-0.2	-0.8%	3.3	u	-6.6	1.3	0.5	-3.4
COc1ccccc1N1CCN(C2CCN(C3CCC(c4ccccc4)CC3)CC2)CC1 (stereo not drawn)	-6.8%	-0.3	1.1%	6.7	x	-4.7	-2.4	-26.4	-9.2
Cc1cccc(NC(=S)NNC(=S)NC2CCCCC2)c1C	-20.5%	0.7	0.8%	3.2	-0.5	-0.1	23.3	3.4	6.9
CC(=O)NCC(=O)N1CCC(n2nccc2NC(=O)CCCc2ccccc2)CC1	-5.8%	0.3	1.9%	-0.1	-11.2	-0.1	1.9	3.1	-10.3
CC(=Nc1ccccc1)Nc1ccccc1	2.1%	1.6	-0.9%	2.6	5.4	-5.0	-1.7	2.1	-3.6
CCC(=O)c1cc2c(cc1NC(=O)c1ccc(C)cc1)OCCO2	-2.4%	0.2	-0.5%	4.9	-8.4	10.8	3.6	16.5	3.3
COc1ccc(C(=O)Nc2nc3ccccc3[nH]2)cc1	-11.9%	0.3	-0.3%	7.5	-78.3*	-10.7	-1.2	5.5	1.8
COc1ccc2oc(C(=O)OCc3c(C)noc3C)c(C)c2c1	-6.2%	0.3	-0.1%	14.8	-0.7	6.8	3.7	-4.8	-9.2

Reformatted with each value named: 2 of the compounds above
COc1ccc(C(=O)Nc2nc3nc(-c4ccccc4)cc(=O)n3[nH]2)cc1
  Apoferritin bind = 5.5%
  TRHR ag = 0.0
  RXFP1 ag = 0.1%
  D1 agonist = 2.7
  RXFP1 antagonist = -0.8
  D1 PAM = 3.3
  TRHR PAM = -3.9
  D2 PAM = 4.1
  D1 antagonist = 0.1
CCn1c(-c2ccccc2)csc1=Nc1ccc(O)cc1
  Apoferritin bind = -18.2%
  TRHR ag = -0.2
  RXFP1 ag = -0.8%
  D1 agonist = 3.3
  RXFP1 antagonist = u
  D1 PAM = -6.6
  TRHR PAM = 1.3
  D2 PAM = 0.5
  D1 antagonist = -3.4

Further records:
SMILES	Apoferritin bind	TRHR ag	RXFP1 ag	D1 agonist	RXFP1 antagonist	D1 PAM	TRHR PAM	D2 PAM	D1 antagonist
CCC1C(=O)N=C(SCC(=O)Nc2cccc3ccccc23)NC1=O (stereo not drawn)	-6.0%	0.4	0.0%	2.0	-14.5	-2.5	-0.9	-8.8	-4.9
CCc1nnc(NC(=O)C2CC(=O)N(c3ccc4c(c3)OCCO4)C2)s1 (stereo not drawn)	-19.5%	0.4	0.3%	2.9	-3.7	-0.5	-4.5	18.8	0.5
Cc1ccc(C)c(CN2C(=O)c3ccccc3S(=O)(=O)c3ccc(C(=O)N4CCOCC4)cc32)c1	48.5%[activator]	-0.5	1.0%	10.2	-2.2	4.2	11.9	5.2	3.6
O=C(CCN1C(=O)/C(=C/c2ccc(Cl)cc2)SC1=S)NC1C=CS(=O)(=O)C1 (stereo not drawn)	-8.3%	0.1	-2.1%	4.5	-20.1	-1.7	-0.5	16.0	-4.3
Cc1ccccc1OCCCc1c(C)n[nH]c1C	u	-0.5	0.1%	4.3	-16.8	-0.3	-2.7	x	5.2
CNC(=S)N1N=C(c2ccc(Br)cc2)CC1c1ccc(OC)cc1 (stereo not drawn)	-2.2%	0.7	-0.2%	3.4	-18.5	4.7	-2.5	15.1	13.2
COC(=O)c1ccc(COc2ccc(/C=N/NC(N)=S)cc2)o1	-9.1%	0.1	0.6%	8.5	0.0	2.1	-7.9	0.6	-6.0
COc1ccc(NC(=O)c2nn(C)c3c2CS(=O)(=O)c2ccccc2-3)cc1	-13.1%	0.6	18.1%	-0.3	-4.0	-4.7	-13.8	36.5*	4.6
CNC(=O)C1CCN(S(=O)(=O)c2c(C)noc2/C=C/c2ccccc2F)CC1	-9.0%	-0.1	0.8%	4.3	14.2	-4.2	-4.7	-7.1	-11.9
COc1ccc(C2C(=O)N(C3CCCCCC3)CC(=O)N2Cc2ccccc2)cc1OC (stereo not drawn)	-19.8%	-0.8	2.1%	2.0	-4.0	-2.7	0.4	-5.9	-3.1
Cc1cccc(NC(=O)CSc2nnc(C)c(=O)n2N)c1C	6.2%	0.5	3.0%	-0.4	4.5	-4.6	-0.8	-5.7	-1.4
CCOC(=O)c1cc2c(ccn2C)n1CC(=O)N1CCN(c2cccc(C(F)(F)F)c2)CC1	u	-0.3	-0.4%	3.0	-6.2	0.9	7.7	11.7	-38.0*
CC(=O)Nc1ccc(S(=O)(=O)N2CCOCC2)cc1	-14.4%	0.8	-0.6%	4.9	4.8	-6.2	-4.6	-10.3	1.0
Cc1ccc2c(c1)/C(=C/c1ccccc1C)C(=O)N2	u	-0.6	-2.0%	2.3	0.3	-0.1	-1.5	-5.1	-31.3*
COc1cccc(-n2nnnc2SCC(=O)NCCc2ccc(OC)c(OC)c2)c1	-9.3%	-0.6	0.0%	-0.1	-23.3	-2.1	-1.3	12.6	-4.0
CC(=O)Nc1ccc(OCc2nnc(-c3ccc(Cl)cc3)o2)cc1	-14.3%	-0.4	1.1%	3.8	8.7	-2.0	-5.3	-15.0	-6.7
COc1ccc(Cl)cc1C(=O)O/N=C(\N)c1ccncc1	-2.9%	0.0	-1.1%	0.9	-4.6	0.6	-0.4	0.1	11.6
NC(=O)C1CCN(C(=O)CCNS(=O)(=O)c2ccccc2F)CC1	x	1.3	2.4%	2.9	8.3	-3.0	-2.5	-4.6	-3.5
c1csc(-c2nnc(-c3ccc(N4CCOCC4)cc3)o2)c1	103.3%[activator]	-1.0	17.3%	15.7	18.4	-3.0	-3.1	0.7	0.1
COc1cccc(CCNC(=O)CC2C(=O)NCCN2Cc2ccc(Cl)c(F)c2)c1 (stereo not drawn)	u	-1.0	-0.2%	0.4	-3.7	1.8	-3.6	2.0	20.6
CC(C)(C)c1ccc(C(=O)NC(=S)Nc2ccc(N3CCOCC3)cc2)cc1	-8.4%	-0.1	2.9%	-0.1	-2.7	-0.6	7.8	1.8	6.6
CCCCn1c(SCC(=O)c2ccccc2)nc2c1c(=O)[nH]c(=O)n2C	-4.9%	-0.1	-0.1%	0.7	1.2	3.9	-2.8	x	-4.5
CC(C)C1Cc2[nH]c(=O)c(C(=O)O)cc2CO1 (stereo not drawn)	8.0%	0.3	3.2%	1.1	2.6	-2.9	-4.5	4.0	9.0
CCc1ccc(-n2c(=O)c3sc4ccccc4c3n(CC(=O)N3CCCC3)c2=O)cc1	-20.1%	-0.1	0.0%	0.2	x	3.7	-0.3	-5.5	5.8
CCCN(Cc1ccco1)S(=O)(=O)c1ccc(OC)c(OC)c1	1.2%	-1.0	0.0%	2.4	-2.0	-2.9	-1.1	16.1	-13.9
CCOCCc1nnc(NC(=O)CCS(=O)(=O)c2ccccc2)s1	5.9%	0.5	2.2%	1.2	-0.5	-2.8	17.6	10.2	-8.0
CN1CCc2c(OCC(=O)N3CCCc4ccccc43)cccc2C1=O	-12.4%	-0.1	0.5%	10.6	-13.9	-0.5	-1.4	-2.5	3.5
COc1ccc(CCC(=O)Nc2ccc(Br)cn2)cc1	u	-0.4	0.7%	2.6	6.4	-1.1	3.5	-2.7	1.4
C/C(=N\NC(=O)Cc1cc(=O)[nH][nH]1)c1cccc([N+](=O)[O-])c1	-4.3%	0.5	2.6%	4.4	-9.2	2.8	11.2	1.2	4.6
CCS(=O)(=O)CCSc1nc2c(cc1C#N)CCCC2	-6.9%	-0.7	1.8%	0.6	-20.5	-3.6	-0.5	-4.6	-0.7
CN1C(=O)NC(c2ccccc2)(C(F)(F)F)S/C1=C(/C#N)c1nnc(N2CCOCC2)n1-c1ccccc1 (stereo not drawn)	-10.9%	-0.1	-1.2%	3.1	-10.2	-4.5	-5.6	-4.3	-1.2
CCN(CC(=O)NCc1cccs1)c1ccc(S(=O)(=O)N2CCN(C)CC2)cn1	-6.9%	-0.4	-2.5%	1.5	-1.5	1.3	-1.8	0.7	-0.1
Cc1onc(-c2ccccc2)c1C(=O)OCCOc1ccccc1F	-1.1%	0.8	1.3%	16.7	-18.2	-7.0	-2.7	2.5	-4.0
O=C(O)CCN1C(=O)/C(=C2\C(=O)N(Cc3ccc(F)cc3)c3ccccc32)SC1=S	0.1%	-0.4	1.5%	-0.7	-15.5	-0.6	-6.7	x	4.1
CC(C)(C)OC(=O)N1CCNc2ccccc2C1	-3.1%	-0.2	-1.5%	0.2	-8.5	-0.7	1.6	-4.1	4.6
Cc1cc(Cl)ccc1OCCCC(=O)N1CCN(C)CC1	-5.8%	0.6	1.9%	2.5	-7.9	-9.5	-13.7	-12.1	-0.6
O=C(CN1C(=O)NC2(CCCC2)C1=O)N1CCN(S(=O)(=O)c2ccccc2F)CC1	-4.4%	0.3	0.2%	1.8	-5.7	-0.9	-1.8	-3.3	-7.8
Cn1c(=O)cc(N)n(Cc2ccccc2)c1=O	5.5%&1.2%	0.3	4.8%	-0.5	x	-1.6	-4.4	3.6	-18.9

Quoted from the listing.
CCn1c(-c2ccccc2)csc1=Nc1ccc(O)cc1 @ D1 agonist = 3.3
COc1cccc(CCNC(=O)CC2C(=O)NCCN2Cc2ccc(Cl)c(F)c2)c1 (stereo not drawn) @ TRHR PAM = -3.6
